IMPase cell inh = membrane-permeable compound that blocks inositol monophosphatase | 120,000 tested, under 10 active | inhibition (IP1 accumulation), % at 46.1 µM | CHO-M1 cells, IP1 accumulation, HTRF TR-FRET ratio | AID 901; active means well fitted curve in the direction sought with a large enough effect in the signal ratio, not every such curve was filed as active; inconclusive means small, poorly fitted or top-dose-only effect, or a change in a side signal; inactive means no such curve, though single readings can be large or run the other way; the % refers to the signal ratio;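 further: cells stimulated with carbachol in lithium chloride buffer; plate controls were DMSO basal wells for no effect and reference inhibitor wells for full effect; higher means more IMPase inhibition seen as more IP1 and lower FRET ratio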
Target sequence (P97697 whole entry, looked up): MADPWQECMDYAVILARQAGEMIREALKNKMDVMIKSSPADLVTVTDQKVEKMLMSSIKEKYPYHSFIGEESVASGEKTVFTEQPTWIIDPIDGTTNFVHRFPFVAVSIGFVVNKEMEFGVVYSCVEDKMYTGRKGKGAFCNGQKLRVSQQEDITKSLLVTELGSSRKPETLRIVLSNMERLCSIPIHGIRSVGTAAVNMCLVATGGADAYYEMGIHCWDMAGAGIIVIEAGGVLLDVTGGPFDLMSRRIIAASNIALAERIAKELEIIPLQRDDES
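Elevated IP1 in lysates lowers TR-FRET signal (665/620 ratio and 620 channel reported). Cells were CHO-M1, given carbachol (50 uM as added) plus 50mM LiCl, pH 7.4, 30 min, 37C; compounds titrated up to 46 uM; AC50 by Hill equation.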
PNC assembly inh = blocks assembly of the perinucleolar compartment | activity change (PNC), negative = inhibition, % at 10 µM | 140,000 tested, 3.1% active | PC3M PTB-GFP, PNC prevalence imaging, 16 h; hits give low values | AID 2417;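 active means readout at or below -70, meaning at least 70% loss of cells showing the perinucleolar compartment, a nuclear body marking cancer cells; inconclusive means readout between -30 and a set limit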;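 further: plate controls were DMSO wells for no effect and camptothecin positive control wells for full effect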
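Compounds are pinned in duplicate onto adhered PC3M cells stably expressing GFP-tagged PTB and incubated 16 h at 37 C. Cells are then fixed, nuclei stained with Hoechst, and PNC-positive cells counted.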
ALOX12 inhib = blocks human 12-lipoxygenase activity | purified 12-hLO, xylenol orange hydroperoxide absorbance | Potency, µM (top dose mostly 57.1 µM), without a hit: top-dose activity change, negative = inhibition, most hits filed as inhibitors | AID 1452 | 150,000 tested, 0.12% active; further: potency means the concentration at half of the fitted maximal effect; nearly all actives have a fitted effect of over 55% in size; many of its hits are not listed in these tables
Target sequence (P18054 whole entry, looked up): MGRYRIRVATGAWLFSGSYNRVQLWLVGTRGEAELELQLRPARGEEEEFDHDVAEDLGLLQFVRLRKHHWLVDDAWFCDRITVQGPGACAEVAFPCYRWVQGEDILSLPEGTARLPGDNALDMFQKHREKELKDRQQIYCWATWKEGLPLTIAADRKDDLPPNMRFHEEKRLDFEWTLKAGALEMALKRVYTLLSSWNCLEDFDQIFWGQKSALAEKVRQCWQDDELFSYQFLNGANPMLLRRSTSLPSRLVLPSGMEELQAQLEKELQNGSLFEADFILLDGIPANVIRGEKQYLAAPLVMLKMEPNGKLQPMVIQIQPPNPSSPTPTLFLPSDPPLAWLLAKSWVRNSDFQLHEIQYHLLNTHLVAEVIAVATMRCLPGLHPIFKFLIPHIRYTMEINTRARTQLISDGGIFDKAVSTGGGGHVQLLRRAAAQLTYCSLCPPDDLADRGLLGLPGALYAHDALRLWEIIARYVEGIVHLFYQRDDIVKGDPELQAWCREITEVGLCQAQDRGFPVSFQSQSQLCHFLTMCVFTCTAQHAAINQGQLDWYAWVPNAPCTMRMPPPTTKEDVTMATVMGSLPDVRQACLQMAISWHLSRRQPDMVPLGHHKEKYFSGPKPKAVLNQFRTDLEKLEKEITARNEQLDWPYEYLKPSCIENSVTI
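150 nM 12hLO, 25 mM Hepes pH 7.0 + 0.01% Triton X-100; cpd preinc 15 min RT; 40 uM arachidonic acid, 30 min RT; Fe-XO 30 min; A573/A405 ratio as read-out.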
15-hLO-2 inh = inhibitors of human 15-lipoxygenase 2 (ALOX15B); purified 15hLO-2, xylenol orange hydroperoxide absorbance; Potency, µM (series often up to 57.1 µM), for the others: top-dose activity change, negative = inhibition, most hits filed as inhibitors; 110,000 tested, 0.56% active; further: potency means the concentration at half of the fitted maximal effect; nearly all actives have a fitted effect of over 60% in size; many of its hits are not listed in these tables
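Enzyme 50 nM, AA 45 uM, 25 mM Hepes pH 7.5 + 0.01% Triton X-100; cpd preinc 15 min RT, rxn 90 min RT; stop/detect with 200 uM XO + 300 uM Fe(II) in 50 mM H2SO4, 30 min; A573/A405.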
Active calls of the source: *; u = inconclusive; x = not tested or not shown; & = joins results of further samples; [ ] = remark or other dose. Unless noted, the call rests on the fitted dose curve; in most records, active means well fitted curve in the direction sought with a large enough effect; inconclusive means small, poorly fitted or top-dose-only effect, or another doubt; inactive means no such curve, though single readings can be large; an effect the other way counts as inactive or inconclusive. Unless noted, on the % scale 0 is the no-effect control and ±100 the full control effect. This is a subset; rates above refer to the full screens.

SMILES	IMPase cell inh	PNC assembly inh	ALOX12 inhib	15-hLO-2 inh
CCc1ccc(NC(=O)Cc2ccc(OC)cc2)cc1	x	u	1%	x
O=C(N/N=C/c1cccc(O)c1)c1ccc(COc2ccccc2Br)cc1	x	-124*	-13%	x
N#CCSc1nc2ccc(N3CCCCC3)cc2c(=O)n1Cc1ccccc1	-2	15	-18%	-7%
COc1ccc(-n2ncc3c(NCc4ccco4)ncnc32)cc1	3	3	-25%	-7%
Cc1cc(NC(=O)c2c(F)cccc2F)n(-c2nc3ccccc3[nH]2)n1	6	61	-5%	55%[activator]
Cc1ccc2oc(-c3cccc(NC(=S)NC(=O)c4cccs4)c3)nc2c1	x	u	0%	x
Cc1ccc(S(=O)(=O)N2CCCC2C(=O)NCCc2nc3ccccc3[nH]2)cc1 (stereo not given)	3	7	-5%	x
O=C(Nc1cccc(C(F)(F)F)c1)c1cccnc1N1CCN(CCO)CC1	-6	63	-2%	1%
COc1ccccc1CNC(=O)COC(=O)Cc1ccc(Cl)cc1	-14	u	0%	x
CCCCOC(=O)Cn1c(=N)n(CCN(CC)CC)c2ccccc21	10	33	6%	22%

Filtered by structure, the compounds so far with four or more nitrogen atoms.
SMILES	IMPase cell inh	PNC assembly inh	ALOX12 inhib	15-hLO-2 inh
N#CCSc1nc2ccc(N3CCCCC3)cc2c(=O)n1Cc1ccccc1	-2	15	-18%	-7%
COc1ccc(-n2ncc3c(NCc4ccco4)ncnc32)cc1	3	3	-25%	-7%
Cc1cc(NC(=O)c2c(F)cccc2F)n(-c2nc3ccccc3[nH]2)n1	6	61	-5%	55%[activator]
Cc1ccc(S(=O)(=O)N2CCCC2C(=O)NCCc2nc3ccccc3[nH]2)cc1 (stereo not given)	3	7	-5%	x
O=C(Nc1cccc(C(F)(F)F)c1)c1cccnc1N1CCN(CCO)CC1	-6	63	-2%	1%
CCCCOC(=O)Cn1c(=N)n(CCN(CC)CC)c2ccccc21	10	33	6%	22%

More structures:
SMILES	IMPase cell inh	PNC assembly inh	ALOX12 inhib	15-hLO-2 inh
COc1ccc(OCC(O)CN2CCN(c3ncccn3)CC2)cc1 (stereo not given)	x	-122*	5%	x
COc1ccc(-n2nnc3c(=O)n(CC(=O)N4CCCC4)cnc32)cc1	-2	1	-5%	-2%
CCOC(=O)c1ccc(NC2=CC(=O)C(=O)c3ccccc32)cc1	7	18	0%	u
COc1ccc(CNC(=O)C2CSC(=O)C2)cc1 (stereo not given)	6	42	-4%	x
CCC1=C(OC(=O)N(CC)CC)N2C(=O)OC(=NCCOC)[C@]2(C)[C@H]2C1=CC[C@H]1C(=O)NC(=O)[C@H]12	x	x	-3%	-1%
Cc1cc(N2CCOCC2)nc(-c2ccc(Br)cc2)n1	x	-19	2%	x
C/C=C/COC(=O)c1[nH]c2c(c1C)C(=O)CC(c1ccco1)C2 (stereo not given)	-3	-102*	1%	x
Cc1ccc2cc(/C=N/NC(=O)[C@H](C)NC(=O)OC(C)(C)C)c(Cl)nc2c1	10	13	-3%	x
CCc1ccc(C(=O)COC(=O)CNC(=O)c2ccco2)cc1	8	-9	8%	6%
O=C(O)c1cc(NCc2ccccc2C(F)(F)F)ccc1N1CCOCC1	-4	-7	-3%	-14%
COc1cccc(CNC(=O)C2CCN(S(=O)(=O)c3cccs3)CC2)c1	-1	u	3%	3%
CCOc1ccc(OCC)c(S(=O)(=O)NCc2ccccn2)c1	-4	-27	-3%	-5%
O=[N+]([O-])c1ccc(-c2ccn[nH]2)o1	x	-16	2%	x
Cc1c(/C=C/C(=O)c2cccs2)cnn1C	7	u	0%	x
CCN(CCNC(=O)c1ccc(CSc2nc3ccncc3[nH]2)cc1)c1ccccc1	x	-30	-2%	x
CCOC(=O)c1c(O)c2c(n(Cc3ccco3)c1=O)CCCC2	5	13	-10%	-5%
COC(=O)c1cnn2c(C(F)(F)F)cc(-c3ccc(F)cc3)nc12	0	18	-6%	-6%
Cn1c(=O)[nH]c(=O)c2c1nc1n2CCCN1CCc1ccccc1	5	-7	-1%	-10%
O=C(CSc1nnc(SCC(=O)c2ccco2)s1)c1ccco1	4	-20	-11%	2%
O=C(c1cccc2ccccc12)N1CCN(c2ccccc2F)CC1	7	u	-5%	-8%
COC(=O)c1ccc(NC(=O)COc2ccc(S(=O)(=O)N3CCCCC3)cc2)cc1	7	u	-1%	-2%
CCCOc1ccc(N2C(=O)CC(N(CCc3ccc(OC)cc3)C(=O)c3cccc(F)c3)C2=O)cc1 (stereo not given)	3	21	3%	-1%
CCOC(=O)N1CCC(N2Cc3cccc(C(=O)NCc4ccccc4OC)c3C2=O)CC1	-2	-100*	-5%	x
O=C(NNC(=O)c1ccccc1O)c1ccc(Cl)cc1	2	76	-18%	x
COc1cccc(CN=CC2=C(O)CC(C)(C)CC2=O)c1OC	1	u	-1%	6%
Cc1[nH]n2c(=O)cc(Cc3ccccc3)nc2c1C#N	10	19	6%	-2%
CC(C)(CCl)C(=O)Nc1ccc(Sc2ccc(F)cc2)cc1	15	35	-8%	x
COc1ccccc1N(Cc1ccccc1)S(=O)(=O)c1cccc(C(=O)O)c1	x	6	-1%	x
CC(C)OC(=O)CSc1nnc2n1C(C)(C)Cc1ccccc1-2	10	18	-1%	1%
COCCn1c(-c2cc(OC)c(OC)c(OC)c2)nc2nc3ccccc3nc21	-6	14	-4%	-2%
O=C(Nc1cccc(C(F)(F)F)c1)c1cnc2n(c1=O)CCS2	5	14	0%	-7%
CCn1c(Cc2ccccc2)nnc1SCC(=O)Nc1ccc(N2CCOCC2)c(Cl)c1	1	-24	2%	2%
CCOC(=O)COc1ccc2c3c(c(=O)oc2c1C)CCC3	7	-25	-6%	3%
COc1ccc(-c2nc(NC(=O)C3CCN(c4nc5ccccc5o4)CC3)sc2C)cc1	9	u	3%	35%[activator]
CC1(C)Cc2c(sc3nc(-c4cc5ccccc5o4)n(N)c(=O)c23)CO1	5	-8	1%	-3%
O=C(Nc1nccs1)c1ccc(Cl)c(S(=O)(=O)N2CCOCC2)c1	-4	12	1%	-4%
O=C(O)c1cn(-c2ccccc2)c(=O)c2ccccc12	-3	4	-6%	5%
CC(C)/C=N/NC(=O)c1cccc(N2CCCC2=O)c1	0	u	2%	x
Cn1c(COc2ccccc2)nnc1SCCSc1nnc(COc2ccccc2)n1C	11	-19	-1%	-5%
CN(C)c1ccc(NC(=O)Cn2c(=O)n(Cc3ccccc3)c(=O)c3ccccc32)cc1	5	0	-10%	-10%
O=C1CN(C(=O)c2ccco2)C(c2ccccc2)c2cc(Cl)ccc2N1 (stereo not given)	-6	-13	-9%	-6%
FC(F)(F)c1ccc(N2CCN(c3ncnc4c3nnn4Cc3ccccc3Cl)CC2)cc1	8	4	-1%	x
CC(C)Cc1nnc(NC(=O)CCC(=O)N2CCN(S(=O)(=O)c3ccccc3)CC2)s1	x	20	-2%	x
CCc1ccc(N(C(=O)c2ccoc2C)C(C(=O)NC2CCCC2)c2ccc(OC)cc2)cc1 (stereo not given)	10	-27	-8%	-3%
NC(=O)c1cccn1Cc1cccc(Cl)c1	-2	37	-6%	-8%
CCOC(=O)C(NS(=O)(=O)c1ccc(Br)cc1)C(C)C (stereo not given)	-4	13	-1%	-8%
Cc1cc(NC(=O)c2noc3c2CCCCC3)no1	4	-5	-3%	-5%
N#Cc1nc(-c2ccccc2F)oc1NCc1ccccc1	7	21	-21%	-7%
CCc1ccc(NCc2nc3ccccc3c(=O)[nH]2)cc1	8[1.84 µM]	46	-9%	3%[11.4 µM]
CCOC(=O)c1c(NC(=O)CN(CC)CC)sc2c1CCN(C(=O)OCC)C2	23	-13	-13%	13%

Additional compounds.
SMILES	IMPase cell inh	PNC assembly inh	ALOX12 inhib	15-hLO-2 inh
CS(=O)(=O)Nc1ccc(Nc2c3ccccc3nc3ccccc23)cc1	x	x	-3%[11.4 µM]	u
CCc1nnc(NC(=O)CCC(=O)N2CCN(Cc3ccc(Cl)cc3)CC2)s1	7	-26	5%	2%
COC(=O)c1cccc(N(C(=O)c2cnccn2)C(C(=O)NC2CCCCC2)c2cn(C)nc2C)c1 (stereo not given)	-9[1.84 µM]	u	2%	-5%[11.4 µM]
N#C/C(=N/O)c1nc(-c2ccc(F)cc2)cs1	x	-11	-4%	x
O=C(c1nn(Cc2ccccc2)c(=O)c2ccccc12)N1CCN(c2ccccn2)CC1	10	48	-6%	4%
CC1CCCC(NC(=O)COC(=O)Cc2cn3ccsc3n2)C1C (stereo not given)	2	14	-9%	0%
O=C(Cc1cccs1)Nc1nc(-c2ccc(F)cc2F)cs1	5	u	-2%	2%
COc1ccc(C2C(C(C)=O)=C(O)C(=O)N2CCCn2ccnc2)cc1 (stereo not given)	1	64	-4%	-2%
CN(Cc1cn(C)c2ccccc12)C(=S)Nc1cc(F)cc(F)c1	x	16	-2%	x
COC(=O)[C@@]1(Cc2ccc(F)cc2)[C@H]2c3cc(C(=O)N(C)C)n(Cc4cc(F)c(F)c(F)c4)c3C[C@H]2CN1C(=O)c1ccccc1	x	x	11%	-4%
CC(=O)Nc1nc2ccc(C(=O)NC3CCCCC3)cc2s1	3	-18	-2%	x
Cc1ccc(-c2cc(-c3ccccc3)nc(Cl)n2)cc1	4	72	-5%	21%
Cc1ccccc1N=CC=C1OC(C)(C)C(C)(C)O1	4	-22	-1%	x
O=C(CN1C(=O)C2C3c4ccccc4C(c4ccccc43)C2C1=O)N1CCOCC1 (stereo not given)	0	21	3%	-2%
Nc1nc(Cc2ccccc2)nc(Cc2ccccc2)c1-c1ccccc1	x	x	-14%[11.4 µM]	16%[11.4 µM]
Cc1cc(=O)n(-c2ccc(O)cc2)[nH]1	9	11	-11%	-16%
Cc1nc2nc(C)c(CCC(=O)NCCC3=CCCCC3)c(C)n2n1	1	u	-1%	1%
COc1ccc(Cl)cc1-c1nc(-c2ccncc2)no1	-9	-20	-1%	0%
COc1ccc(C2Nc3ccccc3C(=O)N2Cc2ccccc2)cc1COc1ccccn1 (stereo not given)	11	44	-4%	-4%
COc1cccc(NC(=O)c2nn(C34CC5CC(CC(C5)C3)C4)cc2[N+](=O)[O-])c1	3	-5	-6%	-8%
O=C(c1cccc(F)c1)N1CCN(S(=O)(=O)c2ccc(C(F)(F)F)cc2)CC1	-1	23	-5%	-5%
Cc1cc(C)cc(OC2CCCCC2NS(=O)(=O)c2ccccc2)c1 (stereo not given)	x	u	-2%	x
O=C1NC(=S)SC1=C1CCCC1	-1	14	-17%	-5%
CS(=O)(=O)NCCSCc1ccccc1	10	u	3%	3%
CCOC(=O)CNC(=O)c1ccc(C#CC2(O)CCCCC2)cc1	x	-13	-1%	x
CC1(C)N=C(N)N=C(N)N1CCCCc1ccccc1	x	x	5%[11.4 µM]	5%[11.4 µM]
Cc1ccc(C(=O)C[n+]2cc(-c3ccccc3)n3c2CCCCC3)cc1	-8	u	4%&-1%	25%
Oc1ccccc1/C=N/n1c2ccccc2c2ccccc21	-5	24	-4%	15%
CCNc1nc(OCC)nc(N2CCC(Cc3ccccc3)CC2)n1	u	21	-1%	x
Cc1cccc(N(CC(=O)Nc2c(C)n(C)n(-c3ccccc3)c2=O)S(C)(=O)=O)c1	-4	u	8%	-1%
CCCCCCc1nc2ccccc2c(=O)n1NC(=O)c1c(O)c2c(n(CC(C)C)c1=O)CCCC2	1	u	-5%	2%
CC(=O)Nc1ccc(N2C(=O)CC(c3ccccc3)CC2=O)cc1	1	-9	2%	11%
Cc1nn(-c2ccccc2)c(N2CCCC2)c1/C=N/NC(=S)Nc1cc(C(F)(F)F)ccc1Cl	-3	-10	-1%	x
CSc1ccc(/C=N/NC(=O)CN2CCN(Cc3ccc(C)cc3)CC2)cc1	10	u	-3%	x
CSC1=NCCN1C(=O)c1ccc(S(=O)(=O)N(C)C)cc1	3	16	2%	6%
Cc1c(/C=N/NC(=O)CNc2ccccc2)c2ccccn2c1C(=O)c1ccc(Cl)cc1	4	u	1%	x

Source: PubChem
